Screening data (PubChem)
PERK inhibitor = blocks human PERK kinase; AID 1416; Q9NZJ5; actives 0.17% (n = 220,000); inhibition, % at 5.6 µM; CHO PERK-DD fusion, SEAP luminescence translation reporter;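 active means inhibition above the mean inhibition of all tested compounds plus 3 SD, set separately per screening campaign, cut at about 2.9% in these data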;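 further: PERK kinase domain activated by AP20187 dimerizer at 100 nM; 0% = DMSO with dimerizer and 100% = rapamycin at 8.4 µM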
Mdm2 ligase inh = inhibitors of human Mdm2 E3 ubiquitin ligase; cell-based MDM2 ubiquitination luciferase reporter, 2 h; 0 = plate control, 100 = twice control, blank-subtracted; signal enhancement, % at 5 µM; actives 0.11% (n = 210,000);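 active means signal enhancement of 30% or more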;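 further: luminescence tracks abundance of the self-degrading MDM2-luciferase fusion protein; higher signal means inhibition of MDM2 E3 ligase activity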
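Test system: mammalian cells stably expressing self-ubiquitinating, self-degrading MDM2 E3–luciferase fusion; Amount: 2000 cells in each well; Medium: DMEM; Schedule: 4 h settle plus 2 h compound, 37 °C; Technique: SteadyLite luciferase luminescence after 15 min room-temperature reagent incubation; Benchmarks: plate control and blank wells.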
Ba/F3 V617F tox = loss of viability in JAK2V617F-driven Ba/F3 cells; Ba/F3 EpoR-JAK2V617F viability, ATP luminescence; inhibition, % at 5.6 µM; actives 1.1% (n = 220,000); AID 1446;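 active means inhibition above the campaign mean plus 3 SD over all tested compounds, cut at about 24% in these data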;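 further: cytokine-independent growth of Ba/F3 cells driven by EpoR plus mutant JAK2; 0% = DMSO-treated cells and 100% = JAK inhibitor I control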
NPY2 pot ag = potentiates or activates human NPY-Y2 receptor; AID 1359; P49146; cells expressing NPY-Y2, potentiator/agonist read-out; activation, % at 3.6 µM; actives 0.45% (n = 220,000); in the data active means activation above about 27%;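 further: cells stimulated with NPY near EC25 plus isoproterenol at EC100; 0% = vehicle plus submaximal agonist and 100% = vehicle plus saturating agonist; some results beyond the cut were filed as inactive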
Wee1 stabilizer = inhibitors of human Wee1 degradation. P30291. AID 1321. reporter increase, % at 5 µM. HeLa Luc-Wee1K328M stability, luciferase luminescence; 100% = proteasome inhibitor MG132 effect. actives 1.2% (n = 220,000);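 active means activation above the mean of all tested compounds plus 3 SD, set per screening run, cut at about 8.8% in these data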;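 further: cells exposed to compound for 20 h before luminescence read; 0% = DMSO alone and 100% = MG132 at 30 µM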
Target sequence (P30291 whole entry K328M): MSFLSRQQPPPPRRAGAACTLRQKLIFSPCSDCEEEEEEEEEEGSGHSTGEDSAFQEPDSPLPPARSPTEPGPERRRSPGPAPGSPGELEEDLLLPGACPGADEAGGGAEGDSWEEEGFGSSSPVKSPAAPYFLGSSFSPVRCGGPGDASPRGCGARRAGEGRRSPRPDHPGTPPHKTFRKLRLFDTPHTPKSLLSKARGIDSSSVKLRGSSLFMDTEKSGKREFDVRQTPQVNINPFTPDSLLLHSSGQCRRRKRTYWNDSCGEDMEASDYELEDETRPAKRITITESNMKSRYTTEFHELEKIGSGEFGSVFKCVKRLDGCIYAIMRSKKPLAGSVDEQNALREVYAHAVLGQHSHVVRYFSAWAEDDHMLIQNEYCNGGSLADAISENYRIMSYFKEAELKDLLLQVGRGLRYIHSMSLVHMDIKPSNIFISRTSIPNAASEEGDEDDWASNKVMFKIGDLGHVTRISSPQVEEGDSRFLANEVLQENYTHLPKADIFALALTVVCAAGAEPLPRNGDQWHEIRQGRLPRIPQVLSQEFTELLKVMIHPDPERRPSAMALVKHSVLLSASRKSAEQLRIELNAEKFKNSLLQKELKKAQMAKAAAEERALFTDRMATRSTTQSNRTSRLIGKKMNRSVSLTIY
S1P4 ag = agonists of human S1P4 receptor; O95977; S1P4-expressing cell line, agonist reporter assay; activation, % at 4.98 µM; actives 0.35% (n = 220,000); AID 1509; in the data active means activation above about 11%;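 further: 0% = DMSO vehicle and 100% = reference agonist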
Target sequence (O95977 whole entry, looked up): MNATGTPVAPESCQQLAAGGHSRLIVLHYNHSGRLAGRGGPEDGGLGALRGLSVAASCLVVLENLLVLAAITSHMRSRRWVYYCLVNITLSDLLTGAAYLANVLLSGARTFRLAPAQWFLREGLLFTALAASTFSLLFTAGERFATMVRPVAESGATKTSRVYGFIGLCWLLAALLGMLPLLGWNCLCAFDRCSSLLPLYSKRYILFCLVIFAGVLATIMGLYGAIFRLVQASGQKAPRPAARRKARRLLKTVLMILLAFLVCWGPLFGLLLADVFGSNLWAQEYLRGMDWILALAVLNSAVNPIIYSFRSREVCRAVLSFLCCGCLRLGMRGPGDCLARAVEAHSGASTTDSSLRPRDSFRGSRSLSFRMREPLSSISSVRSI
BaF3 tox = counter-screen for JAK2V617F inhibitors: parental Ba/F3 viability inhibitors; CellTiter-Glo ATP luminescence; inhibition, % at 5.6 µM; actives 1.1% (n = 220,000); AID 1486;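 active means inhibition above a per-campaign cutoff, the mean inhibition of all tested compounds plus 3 SD, cut at about 27% in these data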;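 further: 0% = DMSO wells and 100% = JAK Inhibitor I control wells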
eIF4E-4G inh = eIF4E/eIF4G interaction inhibition in translation initiation; P63073+Q04637; TR-FRET eIF4E-eIF4GI(517-606) binding, 2 h; actives 0.37% (n = 220,000); inhibition, % at 21.7 µM;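 active means inhibition above about 30%, limit read from the data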;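 further: 0% = full FRET control wells and 100% = background wells lacking eIF4GI fragment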
S1P4 antagonist = antagonists of human S1P4 receptor; O95977; S1P4-expressing cells, antagonist mode, reporter read-out; inhibition, % at 4.98 µM; actives 0.26% (n = 220,000); AID 1510; in the data active means inhibition above about 29%;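 further: 0% = wells stimulated with agonist and 100% = vehicle wells without agonist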
The depositor's hits bear a star; nt = not tested or not shown; [ ] = remark or other dose.

Molecule	PERK inhibitor	Mdm2 ligase inh	Ba/F3 V617F tox	NPY2 pot ag	Wee1 stabilizer	S1P4 ag	BaF3 tox	eIF4E-4G inh	S1P4 antagonist
Cc1ccccc1N(CC(=O)N/N=C/c1ccc(N(C)C)cc1)C(=O)c1ccccc1	-0.6	-8	-6	7	-1	-3.0	0	-5[fluorescence artefact?]	1
CCC1(CC)C(=O)NC(=O)NC1=Nc1cccc(OC)c1	1.5	nt	0	2	-1	0.4	6	-2[fluorescence artefact?]	-1
CCN(CC)C(=S)NC(=O)Cc1ccccc1	1.5	-4	-4	13	-3	-1.0	1	1	-4
COCCNCCCOc1ccc(C(C)(C)c2ccccc2)cc1	-0.8	-7	0	-10	-1	-0.4	5	12	-21
COc1cc(OC)c(NC(C)C(=O)N2CCCC2)cc1Cl (stereo not drawn)	-0.1	-7	0	5	-2	-1.6	3	6	1
CCOc1ccc(C2CC(c3cccc(C)c3)n3ncnc3N2)cc1 (stereo not drawn)	0.2	-16	-3	-9	1	0.2	6	-6	-10
O=C(c1cccs1)N1CCN=C1SCc1ccccc1F	0.1	-8	-4	3	-3	0.5	5	-2	-4
COc1ccc(NS(=O)(=O)c2ccc(N3CCCC3)c(NC(=S)Nc3cccc(S(=O)(=O)N(C)C)c3)c2)cc1	0.7	-9	-2	1	-2	-1.1	4	-2	-27
Cc1c(-n2c(SCC(=O)O)nnc2-c2ccccc2Cl)c(=O)n(-c2ccccc2)n1C	1.1	5	-2	-4	0	-0.8	2	4	-10
CCOc1c(Br)cc(C(N)=O)cc1OC	0.8	-10	-4	9	-2	-0.7	-2	4	2
CC(C)CCn1c(O)c(N=Nc2ccccn2)c2ccccc21	-0.5	-17	3	5	-1	-0.7	7	2	-4
Cc1ccccc1NC(=S)NCC1CCN(C(C)c2ccccc2)C1 (stereo not drawn)	0.4	nt	3	-24	-1	0.5	7	1	5
Cc1ccc(C(=O)N/N=C\c2ccccn2)cn1	1.0	-8	5	-1	11*	0.9	-2	-1	6
Cc1cc(Nc2ccc(C)c(C)c2)n2nc(C)nc2n1	0.5	-15	-4	10	1	1.6	-1	2	-10
CC(=O)N1CCN(CC(=O)Nc2c(Cl)cccc2Cl)CC1	0.6	-6	1	8	0	0.4	7	-13	-9
CC1(C)C(C=C(Cl)Cl)C1C(=O)N(Cc1ccc(Cl)cc1)C1CCS(=O)(=O)C1 (stereo not drawn)	-0.2	-19	1	14	0	-1.6	6	-7	-13
C/C(=N\O)c1ccc2c3c([nH]c2c1)CCCC3	-0.1	-22	1	21	-1	1.9	4	nt	-5
CC1CN(CCc2ccccc2)c2nc3c(c(=O)[nH]c(=O)n3C)n2C1 (stereo not drawn)	-1.1	4	1	15	-1	-1.8	4	2	-18
CCCC(C)NC(=O)COC(=O)c1ccc(Cl)c(S(N)(=O)=O)c1 (stereo not drawn)	0.3	-19	-4	-16	-1	0.1	-1	2	-8
NC(=O)N/N=C\c1cc(Br)ccc1O	1.3	-7	-4	-1	-5	1.6	3	10	-18
O=C(CCCOc1ccc(Cl)cc1Cl)Nc1ccncc1	0.6	-11	-1	15	-1	-0.5	2	-2	-16
CCOC(=O)C1=C(C)N(C)C(=O)C1CC(=O)O (stereo not drawn)	2.3	-3	-2	12	0	-1.4	5	4	-10
CCOC(=O)C1=C(C)NC(SCC(=O)O)=NC1c1ccccc1 (stereo not drawn)	0.3	-16	-2	3	1	0.4	5	0	-24
CC(=O)c1ccc(N2CCCCCC2)c(F)c1	1.7	-8	-2	15	1	3.7	3	2	-2
O=C(O)CCCn1c(=S)[nH]c2c(sc3ccc([N+](=O)[O-])cc32)c1=O	-0.3	-22	5	-17	2	-1.3	0	-3	-12
O=C(NC(=S)N1CCc2ccccc21)c1ccccc1Br	0.0	-3	-2	9	2	0.0	5	8[fluorescence artefact?]	-11
Cc1ccc(NC(=S)NC2CCCC2)cc1C	1.4	-7	-1	-5	7	-1.0	7	7[fluorescence artefact?]	1
CCO[C@H]1OC(C(=O)N2CCCCCCC2)=C[C@@H](c2csc3ccccc23)[C@@H]1CCCO	1.5	nt	-1	-15	3	-1.2	-3	2	17
COc1ccc(CN2CCS(=O)(=O)CC2)cc1OC	0.2	-21	6	-6	1	-0.2	5	2	-17
CCN(c1ccccc1)S(=O)(=O)c1ccc(Cl)c(NC(=O)CSc2nncs2)c1	-0.3	-14	7	-1	2	-1.9	14	-1[fluorescence artefact?]	-2
Fc1ccc(-c2nn(-c3ccccc3)cc2CNCc2ccccc2)cc1	-0.5	-2	1	-1	0	-0.9	0	0	18
O=C(OCCCN1CCCC1)C1(c2ccccc2)CCCC1	-0.6	-3	-3	-2	1	1.4	1	-12	0

The list goes on.
| structure | PERK inhibitor | Mdm2 ligase inh | Ba/F3 V617F tox | NPY2 pot ag | Wee1 stabilizer | S1P4 ag | BaF3 tox | eIF4E-4G inh | S1P4 antagonist |
| --- | --- | --- | --- | --- | --- | --- | --- | --- | --- |
| COCCSc1nnc(NC(=O)C(C)(C)C)s1 | 0.2 | nt | -1 | -29 | 8.8* | -1.0 | 4 | -14 | 2 |
| O=C(c1ccccc1)C1C(=O)c2ccccc2C1=O | -0.7 | 0 | -4 | 2 | -2 | 0.2 | -1 | -2 | -8 |
| CC1CCc2cc(F)ccc2N1C(=O)c1ccc2c(c1)OCO2 (stereo not drawn) | 0.9 | 2 | 32* | 20 | 1 | 1.2 | 36* | 2 | 6 |
| CCOC(=O)CCCCC(=O)c1[nH]c(=O)[nH]c1CSCCO | 0.0 | -6 | 0 | -1 | -3 | -2.5 | 6 | -4 | -11 |
| COC(=O)c1[nH]nc2c1C(=O)N(C1CCCCC1)C2=O | 1.4 | -10 | -4 | 11 | -2 | -3.2 | -1 | 6[fluorescence artefact?] | 4 |
| O=C1NN(c2ccc(Cl)cc2)C(=O)/C1=C\c1ccc(-c2cccc(C(=O)O)c2)o1 | 0.9 | 16 | -1 | 1 | 5 | 1.9 | 8 | 32* | -3 |
| Cc1cc(-c2cccc([N+](=O)[O-])c2)nc2ccccc12 | 0.5 | -17 | 0 | 4 | 1 | -0.1 | 9 | 6 | -2 |
| O=C1c2cccc3c([N+](=O)[O-])ccc(c23)C(=O)N1c1ccc(Cl)cn1 | 0.8 | -24 | -2 | 10 | -2 | 4.9 | -1 | 12[fluorescence artefact?] | 23 |
| CS(=O)(=O)N(CCc1ccccc1)CC(=O)NCC1CCCO1 (stereo not drawn) | 0.2 | 0 | 2 | -5 | 1 | -0.1 | 1 | 6 | -5 |
| CC(=O)n1cc(Nc2ccccc2C(=O)O)c2ccccc21 | 1.0 | 2 | -2 | -2 | 2 | 0.8 | 1 | -13 | -7 |
| CCCN=C1N/C(=C\c2ccco2)C(=O)N1c1ccccc1 | 1.9 | -9 | 1 | 9 | 0 | -3.0 | 4 | -5 | 6 |
| Cc1ccc(CSc2nnc(-c3cccnc3)n2N)cc1 | 0.8 | -8 | -2 | 9 | 2 | -0.9 | 0 | 0 | 1 |
| O=C(CCNC(=O)Cn1cnc2ccccc2c1=O)NCC1COc2ccccc2O1 (stereo not drawn) | 0.2 | 9 | -2 | -10 | 3 | -2.5 | 1 | -3 | -1 |
| O=C(NCCN1CCOCC1)c1cc2n(n1)C(C(F)(F)F)CC(c1ccc(F)cc1)N2 (stereo not drawn) | -0.1 | 2 | -5 | -12 | -1 | 0.5 | 2 | 3 | -16 |
| Cn1cc(S(=O)(=O)N2CCN(c3cccc(Cl)c3)CC2)c(=O)n(C)c1=O | -1.0 | -8 | 1 | -13 | 1 | 0.2 | 2 | -2 | 12 |
| Cc1cc(C)nc(Sc2ccc(C=O)cc2[N+](=O)[O-])n1 | 2.1 | 0 | 1 | 3 | 3 | -0.9 | 7 | 1 | 3 |
| O=C(O)C1CCCCC1C(=O)N1CC=C(c2ccccc2)CC1 (stereo not drawn) | 0.8 | -15 | -3 | 5 | -3 | 1.2 | 12 | -3 | -13 |
| S=C(Nc1ccc(Cl)c(Cl)c1)NC1CCCCC1 | -0.3 | -19 | -4 | -8 | -2 | -2.3 | 0 | 3 | 0 |
| CN(C)/C=C/C(=O)c1c(F)cccc1F | 0.5 | -10 | -1 | -3 | -1 | -0.1 | 2 | 3 | 6 |
| Cc1ccc(NC(=S)NC(=O)c2ccc(-c3ccc(Cl)cc3)o2)c(O)c1 | 0.2 | -10 | -3 | -2 | -2 | 4.0 | 5 | 2 | -11 |
| O=C(O)CC/C(=N\NC(=O)c1ccc(F)cc1)c1ccc(Br)cc1 | -0.1 | -18 | 0 | 3 | 1 | 1.1 | 8 | -2 | -10 |
| O=C(NCc1ccco1)C1CCN(c2ccc(S(=O)(=O)N3CCOCC3)cc2[N+](=O)[O-])CC1 | 1.2 | 6 | 0 | 9 | -1 | -0.5 | -2 | 5 | 5 |
| CCOC(=O)NC(=O)CSc1nc2ccc(OCC)cc2[nH]1 | 0.3 | 6 | -1 | 5 | -2 | -1.1 | 0 | -6 | -2 |
| Cc1[nH]c2ccc(F)cc2c1CCN(Cc1cccnc1)C(=S)Nc1ccccc1 | -0.3 | 5 | -4 | -3 | 4 | 0.6 | 6 | 1 | -13 |
| COc1cccc(CC(NC(C)=O)C(=O)NC2CCN(S(=O)(=O)c3cccc4ccccc34)CC2)c1 (stereo not drawn) | -0.9 | -12 | -2 | 12 | 0 | 1.4 | 3 | 8 | 18 |

5 compounds picked at random from those above:
| structure | PERK inhibitor | Mdm2 ligase inh | Ba/F3 V617F tox | NPY2 pot ag | Wee1 stabilizer | S1P4 ag | BaF3 tox | eIF4E-4G inh | S1P4 antagonist |
| --- | --- | --- | --- | --- | --- | --- | --- | --- | --- |
| Cc1ccc(CSc2nnc(-c3cccnc3)n2N)cc1 | 0.8 | -8 | -2 | 9 | 2 | -0.9 | 0 | 0 | 1 |
| O=C(c1ccccc1)C1C(=O)c2ccccc2C1=O | -0.7 | 0 | -4 | 2 | -2 | 0.2 | -1 | -2 | -8 |
| CCOC(=O)NC(=O)CSc1nc2ccc(OCC)cc2[nH]1 | 0.3 | 6 | -1 | 5 | -2 | -1.1 | 0 | -6 | -2 |
| COC(=O)c1[nH]nc2c1C(=O)N(C1CCCCC1)C2=O | 1.4 | -10 | -4 | 11 | -2 | -3.2 | -1 | 6[fluorescence artefact?] | 4 |
| O=C(NCCN1CCOCC1)c1cc2n(n1)C(C(F)(F)F)CC(c1ccc(F)cc1)N2 (stereo not drawn) | -0.1 | 2 | -5 | -12 | -1 | 0.5 | 2 | 3 | -16 |

Carrying on:
| structure | PERK inhibitor | Mdm2 ligase inh | Ba/F3 V617F tox | NPY2 pot ag | Wee1 stabilizer | S1P4 ag | BaF3 tox | eIF4E-4G inh | S1P4 antagonist |
| --- | --- | --- | --- | --- | --- | --- | --- | --- | --- |
| CCNc1nc(NOC)nc(OCC#N)n1 | 0.7 | nt | -2 | 9 | 1 | 2.3 | 4 | 3 | -26 |
| NC(=O)c1ccsc1NC(=O)c1cccs1 | 1.4 | nt | 0 | 14 | -1 | -0.3 | 7 | nt | -12 |
| CCOC(=O)C1C(=O)OC2(CCCC2)C1C(=O)OCC (stereo not drawn) | 1.5 | -8 | 0 | 9 | -2 | -0.8 | 3 | 1 | -16 |
| CC(C)c1nc(NCCN2CCOCC2)c(C#N)c2c1COC(C)(C)C2 | -1.0 | -9 | -3 | -21 | -2 | -0.3 | 6 | 11 | -29 |
| O=C(Nc1ccc(Cl)cn1)c1ccccc1F | -0.1 | -43 | 0 | 1 | -1 | -0.6 | 4 | 6 | -8 |

The order is random; overall some 4.1% were active at least once.
